HCV inhibitor: inhibitors of hepatitis C virus infection; Huh7.5.1 HCVcc-Cre infection, luciferase reporter, 44 h; Potency, µM (top dose mostly 41.8 µM), without a hit: top-dose activity change, negative = inhibition, most hits filed as inhibitors; actives 3.4% (n = 340,000)
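Infectious HCVcc-Cre (~0.5 moi) was added to cells just after compound, with cells seeded 4 h earlier at 1,000 per well. Luciferase activity after 44 h culture reported infection; substrate was incubated 15 min at room temperature before reading.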
Tb PYK inh: T. brucei pyruvate kinase inhibition; Q57TT1; TbPYK enzyme, Kinase-Glo Plus ATP luminescence, 45 min; Potency, µM (doses to about 76.8 µM), inactives show at the top dose activity, negative = inhibition, actives largely listed as inhibitors; actives 0.12% (n = 410,000); AID 624173; also: nearly all actives have a fitted effect of over 50% in size
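Luminescence from Kinase-Glo Plus, added after a 45-minute room-temperature reaction, served as the end-point read-out. The enzyme and substrate were preincubated with compound before ADP (130 uM final) initiated turnover. Concentration-effect curves came from normalized qHTS data.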
An asterisk follows results filed as active; ? = inconclusive; [ ] = dose if it differs, or a comment. Calls follow the shape of the dose curve; as a rule, active = well fitted curve in the direction sought with a large enough effect; inconclusive = small, poorly fitted or top-dose-only effect, or another doubt; inactive = no such curve, though single readings can be large; an effect the other way counts as inactive or inconclusive. % is scaled to controls: 0 for no effect and ±100 for the full control effect; potency is read from the fitted curve at half-maximal effect.

SMILES	HCV inhibitor	Tb PYK inh
CCC1(c2ccc(F)cc2)NC(=O)N(CC(=O)Nc2ccc3c(c2)OCCO3)C1=O (stereo unspecified)	13.1%	-10.6%
O=C(Cn1cc([N+](=O)[O-])ccc1=O)N1CCc2ccccc2C1	13.0%	3.2%
O=C(C[C@H]1C/C=C/CC[C@@H](Cc2ccc(F)cc2)C(=O)O[C@@H](c2ccccc2)CNC1=O)NCCO	8.4%	7.0%
C[C@H](CO)N1C[C@H](C)[C@@H](CN(C)S(=O)(=O)c2ccccc2)Oc2ccc(NC(=O)Cn3cnnn3)cc2C1=O	?	-3.7%
CCN1C(=O)CC2CCCC1C2 (stereo unspecified)	-1.6%	2.6%
Cc1ccc(NC2(C(N)=O)CCCC2)cc1	1.1%	0.4%
Cc1nn(-c2ccccc2)c(Cl)c1/C=C(/CC(=O)O)c1nc2ccccc2s1	7.7%	0.7%
COc1ccc(C2C=C(C)Nc3ncnn32)cc1 (stereo unspecified)	2.0%	-4.0%
CN1CCN(CC(C)(C)NS(=O)(=O)c2ccccc2)CC1	2.3%	0.3%
CC(C)C(=O)Nc1ccc(COc2ccccc2CN(Cc2ccccc2)C(=O)OC(C)(C)C)cc1	-5.0%[8.37 µM]	-5.5%
CC(C)CNS(=O)(=O)c1ccc(Br)cc1N1CCC[C@@H]1CO	-7.3%	-5.7%
CCOC(=O)C1C(OC(=O)c2ccccc2)CC2CCC1N2C (stereo unspecified)	?	2.6%
COc1ccc(C2C(C(C)=O)=C(C)N=c3s/c(=C\c4ccc5c(c4)OCO5)c(=O)n32)c(OC)c1 (stereo unspecified)	-17.5%	-0.7%
CCCCCC1(C(C)C)C(=O)NC(=S)NC1=O	10.7%	-4.8%
CC1CCCC(NC(=O)COC(=O)[C@@H](NC(=O)c2ccc(F)cc2)C(C)C)C1C (stereo partly specified)	1.6%	3.3%
CC(C)c1ccc2c(c1)C(N1CCN(C)CC1)Cc1cccnc1S2 (stereo unspecified)	?	-3.9%
CC1CCc2cccc3c(O)cc(=O)n1c23 (stereo unspecified)	9.6%	2.0%
Nc1c(Cl)cc(-c2csc(N3CCCC3c3nc4cc(Cl)c(Cl)cc4n3CCCO)n2)cc1Cl (stereo unspecified)	2µM*	-8.3%
O=C(CSc1ncn[nH]1)N/N=C/c1ccc(F)cc1	12.7%	-6.8%
O=C(OCC(=O)N1CCC(Cc2ccccc2)CC1)c1ccccc1O	3.9%	-2.3%
CC(=O)Nc1ccc(C(=O)CN2C(=O)NC3(CCCCCC3)C2=O)c(F)c1	-4.9%	0.3%
Cc1ccc(NC(=O)COC(=O)CC2CC3CCC2C3)cc1S(=O)(=O)N1CCOCC1 (stereo unspecified)	8.9%	-0.7%
COc1ccc(S(=O)(=O)N2CCOCC2)cc1NC(=O)C1CCN(S(=O)(=O)c2ccc(Cl)cc2)CC1	-10.1%	-11.4%
CN1CCN(c2ccc(S(=O)(=O)N3CCOCC3)cc2NC(=O)COc2ccc(C#N)cc2)CC1	4.0%	0.9%
COC(=O)C1=C(c2cccc(OC)c2OC)C[C@@H]2CC[C@H]1N2C(=O)NCc1ccccc1	7.4%	2.9%
COc1ccccc1NS(=O)(=O)c1cccc(NS(=O)(=O)c2ccc(Cl)c(C(=O)O)c2)c1	6.6%	0.6%
CN(C(=O)Nc1cccc([N+](=O)[O-])c1)c1ccccc1	-22.5%	4.8%
Cc1ccccc1C(=O)N1Cc2cnnn2-c2ccccc2C1C#N (stereo unspecified)	-14.1%[8.37 µM]	6.0%
Cc1ccc(S(=O)(=O)N(CCCc2c(C)nc[nH]c2=O)c2ccccc2)cc1	8.7%	-0.5%
NNCc1ccccc1	0.2%	3.7%
CC1=NN(c2nc(N)nc(/C(C#N)=C/c3ccc([N+](=O)[O-])o3)n2)C(C)(C)C1	8.91µM*	-8.9%
CN(CC(=O)NCCc1ccc(S(N)(=O)=O)cc1)CC(=O)Nc1ccccc1C(F)(F)F	2.8%	8.8%
CC(=O)N(O)CCCCCNC(=O)CCC(=O)N(O)CCCCCNC(=O)CCC(=O)N(O)CCCCCNC(=O)CCC(=O)O	-9.7%	4.6%
CN(Cc1ccccc1)C(=O)c1cccc(NC(=O)Cc2cccc([N+](=O)[O-])c2)c1	2.82µM*	2.4%
CSc1ncccc1C(=O)OCCCC(=O)c1ccc(F)cc1	-11.4%	6.0%
COc1ccc(NC(=O)[C@@H](NS(=O)(=O)c2cccc(Cl)c2)C(C)C)cc1S(=O)(=O)N1CCOCC1	0.5%	-1.1%
Cc1ccc(OC(C)C(=O)N2CCN(c3ccccn3)CC2)cc1 (stereo unspecified)	17.3%	-14.7%
Cc1ccc(S(=O)(=O)N2CCC(C(=O)N/N=C/c3cccn3C)CC2)cc1	11.7%	-0.8%
O=C(C[C@@H]1C/C=C/CC[C@@H](Cc2ccc(F)cc2)C(=O)OCCNC1=O)N[C@H](CO)Cc1ccccc1	?	-0.1%
COCCCNC(=O)C[C@H]1C[C@H](C(=O)N(C(C)C)C(C)C)[C@@]2(C)c3[nH]c4cc(CCC(=O)N(C)C)ccc4c3CCN2C1=O	?	-2.2%
COc1ccc(-c2sc3ccc(N4CCOCC4)cc3c2C#CCCO)cc1	3.98µM*	1.2%
Cc1cc2nnc(SCC(=O)NCc3ccco3)n2c2ccccc12	-15.7%	1.8%
CCC1(CC)Cc2ccccc2-c2[nH]c(=S)[nH]c(=O)c21	10.3%	-6.5%
CC12CCC(=O)C=C1CC(N1CC1)C1C2CCC2(C)C(O)CCC12 (stereo unspecified)	?	-0.7%
Cc1nc2ccccc2n1Cc1ccc(Br)cc1	2.51µM*	1.4%
COc1cccc(N2CCN(c3ccc(S(=O)(=O)N4CCN(C)CC4)cc3[N+](=O)[O-])CC2)c1	?	-10.3%
C[C@H]1CN[C@@H](CCO)/C1=C\c1ccccc1	-6.5%	7.2%
CN1CCN(CCOCCOc2c(Cl)cc(Cl)cc2Cl)CC1	?	-16.9%
CC[C@H]1C(=O)[C@@H](Cc2ccccc2)[C@@H]2CCN3C(=O)CCC[C@H]1[C@H]23	-2.5%	2.2%
CC(CCc1ccccc1)NC(=O)C1CC1 (stereo unspecified)	7.9%	-3.5%
COc1ccc2[nH]c3c(c2c1)CCN1C(=O)C(CC(=O)NCCCn2ccnc2)C[C@H](C(=O)N2CCCCC2)[C@@]31C (stereo partly specified)	-12.4%	2.6%
CCN1C[C@@H]2[C@@H]3C(=O)N(C)C(=O)[C@@H]3[C@](C)(C1=O)N2C(=O)c1ccc(C(C)(C)C)cc1	13.6%	2.9%
COc1ccc(C2=CC3=C(Br)C(=O)C(C)(OC(=O)c4cccs4)C(=O)C3=CO2)cc1 (stereo unspecified)	-22.8%	-5.2%
CCN(CC(=O)N1CCC(C(N)=O)CC1)S(=O)(=O)c1cc(Cl)ccc1Cl	8.1%	-11.4%
Cc1noc(C)c1C(=O)N1CCN(S(=O)(=O)c2cccs2)CC1	8.5%	-8.7%
CC(=O)NC12CC3CC(C1)CC(C(=O)Nc1cccc(S(=O)(=O)N4CCCCCC4)c1)(C3)C2	-30.3%	3.7%
CC(C)(C)CNC(=O)c1cccc2c1C(=O)c1ccc(-c3cc4ccccc4o3)cc1S2(=O)=O	1.7%	3.0%
CCCN(CC(=O)Nc1ccccc1OC)C(=O)CNC(=O)c1ccc(C)s1	7.1%	1.6%
O=S1(=O)c2c(F)cccc2O[C@@H](COCc2ccccc2)CN1CCc1ccc(F)cc1	10µM*	4.9%
CC1(C)SC2C(NC(=O)C3(N)CCCCC3)C(=O)N2C1C(=O)O (stereo unspecified)	10.3%	-8.0%
Remaining list, next part
SMILES	HCV inhibitor	Tb PYK inh
CCc1ccccc1C1C(=O)c2ccccc2C1=O	18.6%	-1.4%
Cn1c(=O)c2[nH]c(CCCCc3nc4ccccc4[nH]3)nc2n(C)c1=O	17.0%	-0.3%
NC(=S)N=Nc1c(O)[nH]c2c(Cl)cc(Cl)cc12	-25.4%	0.1%
O=C(NCCCCNC(=O)c1ccccc1Br)c1ccccc1Br	6.8%	8.1%
Cc1ccc([C@@H]2CC=C(C(=O)O)[C@H](c3ccc(F)cc3)N2S(=O)(=O)c2ccccc2C)cc1	10.8%	-0.1%
CCN1C[C@@H]2[C@@H]3C(=O)N(Cc4ccccc4)C(=O)[C@@H]3[C@](Cc3ccccc3)(C1=O)N2C(=O)c1ccc(C)cc1	13.9%	2.4%
CN(Cc1ccccc1)C(=O)c1ccc(NC(=O)Cc2ccc(NC(=O)C3CCCN(C(=O)C4CCCC4)C3)cc2)cc1 (stereo unspecified)	?	-5.0%
Cc1cn(CC(=O)NCc2ccccc2)c(=O)[nH]c1=O	6.7%	1.7%
OCc1cccc[n+]1Cc1ccccc1	13.4%	0.7%
O=C(O)c1nnsc1-c1csnn1	6.7%	-3.7%
COc1cc2cnc(-c3ccccc3)c(C(=O)c3ccc(OCc4ccccc4)cc3)c2cc1OC	?	-2.9%
C[C@H]1CN([C@@H](C)CO)C(=O)c2cccc(NC(=O)C3CC3)c2O[C@H]1CN(C)CC1CCCCC1	-7.7%	-5.6%
Oc1cccnc1CN1CCCCC1	30.8%[activator]	-10.6%
O=C1CC2(CCCC2)Oc2ccc(F)cc21	-3.4%	-2.0%
Cc1cc(C)[n+](Cc2ccccc2)cc1C(N)=O	4.5%	-8.5%
CCC1Nc2ncnc(N3CCN(c4ccccn4)CC3)c2N(Cc2ccc(Br)cc2)C1=O (stereo unspecified)	-9.0%	0.1%
CCC(c1nnc(SCC(=O)NCC2CCCO2)n1Cc1ccccc1)N(C)C (stereo unspecified)	1.5%	0.9%
CC1(C)N=C(N)NC(Nc2ccc(Cl)cc2)=N1	8.8%	-3.2%
COC(=O)[C@]1(Cc2ccccc2)N[C@H](CN(C)S(=O)(=O)c2ccc(F)cc2)[C@@H]2C(=O)N(C)C(=O)[C@@H]21	10.1%	1.7%
O=C(COC(=O)C12CC3CC(CC(Br)(C3)C1)C2)Nc1c(F)cccc1F	1.5%	4.7%
COC1/C=C/C=C(\C)Cc2cc(O)c(Cl)c(c2)N(C)C(=O)CC(OC(=O)C(C)C)C2(C)OC2C(C)C2CC1(O)NC(=O)O2 (stereo unspecified)	15.9%	3.1%
COc1ccc(C2c3c(oc4ccccc4c3=O)C(=O)N2CCN2CCOCC2)cc1OC (stereo unspecified)	0.4%	4.2%
C=CCNc1cc(=O)n(Cc2ccccc2)c(=O)[nH]1	12.9%	-3.7%
CCOCc1nnc(NC(=O)c2ccc3c(c2)OCO3)s1	-3.3%	-7.6%

Exported with two lines to a compound: five of the compounds above
Order of results – HCV inhibitor	Tb PYK inh
- CCC1Nc2ncnc(N3CCN(c4ccccn4)CC3)c2N(Cc2ccc(Br)cc2)C1=O (stereo unspecified)
    -9.0%	0.1%
- CCC(c1nnc(SCC(=O)NCC2CCCO2)n1Cc1ccccc1)N(C)C (stereo unspecified)
    1.5%	0.9%
- CC1(C)N=C(N)NC(Nc2ccc(Cl)cc2)=N1
    8.8%	-3.2%
- COC(=O)[C@]1(Cc2ccccc2)N[C@H](CN(C)S(=O)(=O)c2ccc(F)cc2)[C@@H]2C(=O)N(C)C(=O)[C@@H]21
    10.1%	1.7%
- O=C(COC(=O)C12CC3CC(CC(Br)(C3)C1)C2)Nc1c(F)cccc1F
    1.5%	4.7%

A stretch taken from the entries so far, as a working copy:
SMILES	HCV inhibitor	Tb PYK inh
Oc1cccnc1CN1CCCCC1	30.8%[activator]	-10.6%
O=C1CC2(CCCC2)Oc2ccc(F)cc21	-3.4%	-2.0%
Cc1cc(C)[n+](Cc2ccccc2)cc1C(N)=O	4.5%	-8.5%

Continuation:
SMILES	HCV inhibitor	Tb PYK inh
C[C@@H]1C(=O)O[C@H]2[C@H](O)[C@]34[C@@H]5OC(=O)[C@]3(OC3OC(=O)[C@H](O)C34[C@H](C(C)(C)C)[C@@H]5O)[C@@]12O (stereo partly specified)	-9.8%	0.8%
C[C@H]1CN([C@@H](C)CO)C(=O)c2cc(NC(=O)Cc3ccccc3)ccc2O[C@H]1CN(C)Cc1ccccc1	6.2%	-2.2%
COc1ccccc1[C@@H]1C(c2cccc(C)c2)=NN(c2ccc(Br)cc2)[C@H]1C(=O)N1CCOC1=O	22.5%	3.7%
CC(=O)Nc1c(Br)cc2c(c1Br)Cc1cc([N+](=O)[O-])ccc1-2	?	-0.1%
CC(C)C[C@@H](CN1C(=O)C(=O)NC[C@@H]1CC(C)C)NC(=O)Cc1ccccc1	0.6%	-3.5%
CCOC(=O)c1csc(NC(=O)c2cc(-c3ccccn3)nc3ccccc23)n1	-15.6%	-1.6%
CCOc1cc(N2CCOCC2)c(OCC)cc1NC(=O)c1cc(S(=O)(=O)N2CCOCC2)ccc1F	?	-11.1%
O=S(=O)(CCc1ccccc1)CS(=O)(=O)CCc1ccccc1	-4.9%	-1.3%
Cc1ccccc1Nc1nnc(SCC(=O)NCC2CCCO2)s1 (stereo unspecified)	12.3%	-4.7%
COc1ccccc1-c1noc(CCC(=O)N2CCN(c3cc(C)ccc3C)CC2)n1	?	1.4%
CCOC(=O)c1cccc(NC(=O)c2c(N)n(C)c(=O)[nH]c2=O)c1	22.7%	4.4%
O=C(CCC(=O)c1cccs1)OCC(=O)c1ccc(F)cc1	4.8%	2.1%
C=CCCC(=O)N1C[C@H]2CON(C)[C@H]2C[C@H]1c1ccccc1Br	-18.3%	4.8%
CC(=O)N1CCN(S(=O)(=O)c2cccc(C(=O)NCc3ccc(F)cc3)c2)CC1	13.1%	-2.5%
CC(C)c1c(O)ccc2c1CC[C@H]1C(C)(C)CCC[C@]21C	2µM*	-10.9%

High-throughput results (PubChem)

These rows are one share of the data (hit frequency here may not be typical).
